Screening data from PubChem.
IAP activation: mouse intestinal phosphatase enzyme activation – biochemical, luminescence, single concentration, confirmation (AID 434970) | purified mouse IAP, CDP-Star luminescence, 30 min; hits give low values | activity change, negative = activation, % at 10 µM | 11,000 compounds, 2.9% hits; in the data active = activity change below about -85%;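 also: percent relative to enzyme plus DMSO wells and wells without enzyme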
IAP activation Fold change: second read-out of IAP activation, no call of its own (marks repeat the call); activation factor; measured here: IAP activation factor; hits give high values;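 fold luminescence change scaled to plate control wells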
The depositor's hits bear a star. This is a subset; rates above refer to the full screens.

SMILES	IAP activation	IAP activation Fold change
CCOC(=O)C1=C(C)N(C[C@@H]2CC[C@@H](Cc3ccc(-c4ccccc4)cc3)O2)C(=O)NC1c1cccc([N+](=O)[O-])c1 (stereo partly specified)	-3.8	1.04
Oc1ccc(C=Nc2cccc3ncccc23)c(O)c1	-0.3	1
COc1ccc(C2CC(c3ccncc3)=NN2c2ccc(S(N)(=O)=O)cc2)cc1 (stereo unspecified)	-20.2	1.2
CN(C)c1ccc(NC(=O)c2cn(-c3ccccc3)nc2-c2cccs2)cc1	-2.0	1.02
O=C(CCCn1c(=O)[nH]c2cc(Cl)ccc2c1=O)NCCC1=CCCCC1	3.8	0.962
Cc1cc2c3nonc3ccc2n1-c1ccccc1	0.6	0.994
O=C(O)CCCC(=O)Nc1ccc(Br)cc1C(=O)O	-0.8	1.01
COc1ccc(NC(=O)c2cccc(N3C(=O)NC4CC3(C)Oc3ccccc34)c2)cc1 (stereo unspecified)	0.0	0.999
Cn1c(=O)cc(SCC(=O)Nc2ccc3c(c2)OCO3)c2ccccc21	6.0	0.94
COc1cc2c(C(=O)Nc3ccc4c(c3)OCO4)cn(CC(C)C)c(=O)c2cc1OC	-20.3	1.2
COc1ccc(CN2C3CCCC2CC(NC(=O)Nc2ccccc2C)C3)cc1 (stereo unspecified)	-142.6*	2.43*
COc1cc(OC)c2c(-c3cccc(-c4ccc(C#N)cc4)c3)cc(=O)oc2c1	-0.8	1.01
CN(C)c1cc[n+](CCC(=O)Nc2cccc([N+](=O)[O-])c2N)cc1	6.4	0.936
O=C(C[C@H]1C[C@H](C(=O)N2CCCCC2)[C@@]2(CCc3ccccc3)c3[nH]c4ccc(Cl)cc4c3CCN2C1=O)NCCc1ccccn1	-17.8	1.18
c1cc2c3c(cccc3c1)NC1(CCCCCC1)N2	22.5	0.775
COc1ccc(Cc2nnc3n2N=C(c2cc4ccccc4o2)CS3)cc1OC	16.2	0.837
CCOC(=O)C1(C)/C(=N/Nc2ccccc2Cl)C(=O)C(=O)N1c1ccccc1 (stereo unspecified)	11.4	0.886
CC(C(=O)O)N1C(=O)/C(=C/C=C/c2ccco2)SC1=S (stereo unspecified)	57.9	0.421
COC(=O)c1c(NS(C)(=O)=O)sc2c1CCCC2	13.6	0.864
COc1ccc(Cl)cc1N1C(=O)C2CCCN2C1c1sccc1C (stereo unspecified)	-2.5	1.02
CC(=O)Nc1cc(-c2nn(C)c(=O)c3ccccc23)ccc1N1CCOCC1	-5.0	1.05
COC(=O)c1sccc1NC(=O)c1ccco1	-5.6	1.06
Cc1cc(SCCOc2ccccc2)nc(N)n1	6.0	0.94
CCS(=O)(=O)c1ccc2c(c1)N(S(C)(=O)=O)CC(C(=O)NCc1ccccc1OC)O2 (stereo unspecified)	9.6	0.905
CSc1ccc(-c2nc(CSCC(=O)NCCCN3CCOCC3)c(C)o2)cc1	15.3	0.847
More compounds follow.
SMILES	IAP activation	IAP activation Fold change
Cc1ccc(C(c2nnnn2CCc2ccccc2)N2CCSCC2)cc1 (stereo unspecified)	-9.0	1.09
CC1(N2CCOCC2)CC2(O)C(=[N+]1[O-])CCc1c2no[n+]1[O-] (stereo unspecified)	14.9	0.851
O=C(c1ccccc1)N1CCN(c2ncnc3sc4c(c23)CCC4)CC1	10.8	0.892
CC1(C)Cc2nc(NCCN3CCOCC3)c(C#N)cc2CO1	16.2	0.838
CCOC(=O)Nc1ccc(C)cc1Br	-5.5	1.05
O=c1o[nH]c(-c2ccccc2)c1C1=NCCCCC1	-1.5	1.01
COc1ccc(CCNC(=O)c2ccc(Cl)cc2Cl)cc1	-18.9	1.19
COc1ccccc1NC(=S)NC(=O)/C=C/c1ccco1	37.4	0.625
CC[C@H](C)[C@@H](C(=O)NCCCCCCCCCCC(=O)N1CCN(C(=O)OC(C)(C)C)CC1)n1cc(CCCCCNC(=O)OC(C)(C)C)nn1	-51.8	1.52
COc1ccc(-c2[nH]c(-c3ccc4c(c3)OCO4)nc2-c2ccccc2)cc1	-22.9	1.23
Cn1c(C(=O)NCC2CCCO2)cc2c(=O)n3ccccc3nc21 (stereo unspecified)	-5.5	1.05
CCC1SC2=NCN(c3ccccc3)CN2C1=O (stereo unspecified)	-8.6	1.09
CCOC(=O)C1CCCN(C(=O)c2ccccc2NC(C)=O)C1 (stereo unspecified)	-10.1	1.1
C1=CC2CC1CC2CNCc1ccco1 (stereo unspecified)	-2.7	1.03
Fc1ccccc1CSc1ncn[nH]1	3.7	0.964
Cc1cc(NC(=O)c2sc(Nc3cccc(C(F)(F)F)c3)nc2N)no1	15.1	0.849
CC(C)(C)CC(C)(C)c1ccc(O)c(CN2CCN(CCC#N)CC2)c1	1.1	0.988
CCOC(=O)c1ccc(NC(=O)NC2CC3CCC(C2)N3Cc2nnnn2C(C)(C)C)cc1 (stereo unspecified)	-45.8	1.46
COCC(=O)Nc1nc2ccc(C)cc2s1	4.3	0.957
COC(=O)[C@@]1(Cc2ccccc2)[C@H]2C(=O)N(Cc3ccccc3)C(=O)[C@H]2[C@H]2CN=C(SCc3ccc(C#N)cc3)N21	11.2	0.889
COc1ccc(-c2cc(C(=O)NC(C(=O)O)C(C)C)c(C)o2)cc1OC (stereo unspecified)	5.1	0.95
COc1cc2[nH]c(=O)n(CCCCCC(=O)N3CC=C(c4ccccc4)CC3)c(=O)c2cc1OC	7.9	0.92
O=S(=O)(c1ccc2c(c1)OCCO2)N1CCC(n2nnc3cc(F)ccc32)CC1	-11.7	1.12
COc1ccccc1C1C(C#N)=C(N)Oc2cc(C)n(CCCn3ccnc3)c(=O)c21 (stereo unspecified)	-4.2	1.04
CCOc1cc(-c2c(C#N)c(=O)[nH]c3c2c(C)nn3-c2ccc(F)cc2)ccc1O	0.0	1
Other structures
SMILES	IAP activation	IAP activation Fold change
CCCCOC(=O)Nc1ccc2c(C)cc(=O)oc2c1	8.8	0.912
Cc1nn(Cc2ccccc2)c2sc(C(=O)NCc3cccnc3)cc12	-16.6	1.17
S=C(Nc1cc(Cl)cc(Cl)c1)NC1CCN(Cc2ccccc2)CC1	-53.5	1.54
Cc1nc2cc(-c3ccccc3)ccc2o1	-2.7	1.03
CCOC(=O)c1cccc(NC(=O)CCNS(=O)(=O)c2ccc3c(c2)CCN3C(=O)CC)c1	-1.9	1.02
Cc1cc(C(=O)CSc2nc3ccccc3o2)c(C)n1C1CC1	20.9	0.791
CC(C)Oc1cccc(C(=O)Nc2ccc(N3CCN(S(C)(=O)=O)CC3)cc2)c1	-10.2	1.1
Cc1ccc(C)c(OCCCC(=O)Nc2nccs2)c1	9.1	0.909
COc1ccc(NC(=O)CCS(=O)(=O)c2ccc3c(c2)CCCN3C(C)=O)cc1	-0.3	1
O=C(CC1CCCC1)Nc1nc2ccccc2[nH]1	-5.0	1.05
COc1ccc(OCC(=O)NCCCN2CCOCC2)cc1	-7.1	1.07
CC(C)n1nc(C(=O)OCC(=O)N(C)C2CCS(=O)(=O)C2)c2ccccc2c1=O (stereo unspecified)	3.9	0.962
CCOC(=O)C1=C(C)c2ccccc2OC1(C)C(=O)OCC (stereo unspecified)	-5.2	1.05
CCc1ccc(NC(=O)Cn2nc(C(F)(F)F)c3c2CCC3)cc1	-3.1	1.03
COc1ccccc1OCC(=O)N/N=C1\CCc2ccccc21	13.6	0.864
CC1(C)Cc2c(sc3c2C2=NCCN2C=N3)CO1	6.0	0.94
COc1ccc(C2C(C#N)=C(N)N(c3sc4c(c3C#N)CCCC4)C3=C2C(=O)CC(C)(C)C3)cc1OC (stereo unspecified)	14.9	0.851
O=C(Nc1ccccc1-c1ccccc1)NC1CC2CCCC(C1)N2Cc1ccc(F)cc1 (stereo unspecified)	-269.7*	3.7*
Cc1ccc(/C=c2/sc3n(c2=O)CCCN=3)o1	21.1	0.788
CCOC(=O)C1CCN(CC(=O)Nc2c(C(=O)OC)[nH]c3ccccc23)CC1	-1.3	1.01
CCCNC(=O)c1ccc2c(=O)n(Cc3ccco3)c(=S)[nH]c2c1	66.4	0.336
C#CCOCCOCCOCCNc1nc(N2CCN(C(=O)CCCCCCCCCCNC(=O)[C@H](CCCCN)n3cc(C)nn3)CC2)nc(N2CCN(C(=O)CCCCCCCCCCNC(=O)[C@H](CCCN=C(N)N)n3cc(C[C@@H](C)CC)nn3)CC2)n1	-295.1*	3.95*
CCN(CC)S(=O)(=O)c1ccc(OC)c(NC(=O)c2cccc([N+](=O)[O-])c2C)c1	4.4	0.956
N#Cc1nc(COc2ccccc2)oc1N1CCN(c2cccc(Cl)c2)CC1	-2.1	1.02
Cc1ccc(C(=O)CCC(=O)O)cc1	-18.5	1.18

One compound at a time (already shown).
CCCNC(=O)c1ccc2c(=O)n(Cc3ccco3)c(=S)[nH]c2c1 is listed as IAP activation = 66.4; IAP activation Fold change = 0.336
Cc1nc2cc(-c3ccccc3)ccc2o1 is listed as IAP activation = -2.7; IAP activation Fold change = 1.03
CCOC(=O)c1cccc(NC(=O)CCNS(=O)(=O)c2ccc3c(c2)CCN3C(=O)CC)c1 is listed as IAP activation = -1.9; IAP activation Fold change = 1.02

(next part)
SMILES	IAP activation	IAP activation Fold change
COc1ccccc1/C=N/N(C(C)=O)c1nc(-c2ccc(F)cc2)cs1	6.8	0.931
CC1=NN(c2ccccc2)C(=O)/C1=C\C=C1\N(C)c2ccccc2C1(C)C	21.9	0.781
CS(=O)(=O)c1ccc2nc(NC(=O)c3cc4ccccc4o3)sc2c1	5.7	0.943
CC(=O)Nc1nonc1-c1nc2ccccc2n1Cc1ccccc1	-7.1	1.07
O=C1CCN=C(Nc2ccc(F)cc2)N1Cc1ccccc1	-2.7	1.03
CCCCOCCCNC1=NCCCCC1	6.5	0.934
COc1cccc(N(CC(=O)NCc2cccnc2)S(C)(=O)=O)c1	3.8	0.962
O=C(O)/C=C/C(=O)Nc1ccc(SC(F)(F)F)cc1	6.5	0.935
CC(C)c1ccc(NC(=S)NCc2ccc3c(c2)OCO3)cc1	-36.3	1.36
CS(=O)(=O)N(Cc1ccccc1)c1ccc(C(=O)NCc2cccnc2)cc1	-3.1	1.03
Clc1ccc(CCNc2nc3ccccc3s2)cc1	-10.6	1.11
COc1cccc(CNC(=O)CCNS(=O)(=O)c2ccc3[nH]c(=O)oc3c2)c1	76.9	0.231
COc1ccc(Cn2c(CCC(=O)Nc3ccccc3)nc3cccnc32)cc1	-6.8	1.07
CC(=O)c1ccc(NC(=O)Nc2ccc3c(c2)N(C)C(=O)CS3)cc1	-28.4	1.28
Cc1cc(Br)ccc1OCC(=O)N1CCCCCC1	1.3	0.987
COc1ccc(NC(=O)CSc2nc(NS(=O)(=O)c3ccccc3)cc(=O)[nH]2)cc1	0.3	0.997
Cc1ccc(C)c(/C(O)=C2/C(=O)C(=O)N(CCN3CCOCC3)C2c2ccco2)c1 (stereo unspecified)	5.2	0.948
Cc1onc(COc2ccccc2O)c1Br	2.7	0.973
O=C(NCc1ccccc1)c1ccc(Cl)cc1[N+](=O)[O-]	-7.8	1.08
COc1ccc(-n2nnnc2-c2cnc(N3CCCC3)nc2C(F)(F)F)cc1	12.3	0.877
COc1ccc(-c2cc(C(=O)Nc3cc(C)nn3-c3ccccc3)no2)cc1	7.9	0.921
COc1ccc(C2CC(c3ccccc3F)=NN2c2ccc(S(N)(=O)=O)cc2)cc1 (stereo unspecified)	-113.3*	2.13*
COc1ccc(NC(=O)CCS(=O)(=O)c2cccc3nonc23)c(OC)c1	5.5	0.945
CCOc1ccc(NC(=O)CN(C)CC(=O)NC2CCCc3ccccc32)cc1OCC (stereo unspecified)	-9.8	1.1
CC(=O)c1ccc(N2C(=O)[C@@H]3C(CCC(N)=O)NC4(C(=O)Nc5c4ccc(Cl)c5C)[C@@H]3C2=O)cc1 (stereo partly specified)	3.4	0.966
Next section:
SMILES	IAP activation	IAP activation Fold change
CCN(CC)C(=O)[C@H]1C[C@H](CC(=O)NCCc2ccccn2)C(=O)N2CCc3c([nH]c4cc(CCC(=O)N(C)C)ccc34)[C@]12C	3.5	0.965
CCC(C)NC(=O)Cc1cn(C)c2ccccc12 (stereo unspecified)	-11.9	1.12
O=C(N/N=C/C1CCCCC1)c1ccccn1	10.4	0.896
CCOc1c(Br)cc(/C=C2/SC(=O)N(CC(=O)N3CCCC3)C2=O)cc1OC	12.2	0.877
O=C(Nc1nnc(CC(=O)N2CCOCC2)s1)c1cccs1	9.6	0.903
CCn1cc(C(=O)OCC(=O)Nc2ccc(S(=O)(=O)N3CCCC3)cc2)c(=O)c2ccc(C)nc21	8.1	0.919
COc1cc(OC)c(C2N(c3ccc(Cl)c(Cl)c3)C(=O)C3CCCN32)cc1OC (stereo unspecified)	3.6	0.964
O=C(Nc1ccc2c(c1)OCO2)c1ccccc1SCC(=O)N1CCCC1	1.6	0.984
O=C(Nc1nc(-c2ccco2)c(-c2ccco2)s1)c1ccco1	74.3	0.257

Random excerpt: 6 records from the list
SMILES	IAP activation	IAP activation Fold change
CCN(CC)S(=O)(=O)c1ccc(OC)c(NC(=O)c2cccc([N+](=O)[O-])c2C)c1	4.4	0.956
Oc1ccc(C=Nc2cccc3ncccc23)c(O)c1	-0.3	1
COc1ccc(Cl)cc1N1C(=O)C2CCCN2C1c1sccc1C (stereo unspecified)	-2.5	1.02
CCc1ccc(NC(=O)Cn2nc(C(F)(F)F)c3c2CCC3)cc1	-3.1	1.03
O=C(NCc1ccccc1)c1ccc(Cl)cc1[N+](=O)[O-]	-7.8	1.08
CSc1ccc(-c2nc(CSCC(=O)NCCCN3CCOCC3)c(C)o2)cc1	15.3	0.847
